Screens from PubChem BioAssay.
M1 PAM parental: nonselective calcium activators in parental CHO-K1 cells, primary screen, counter-screen for M1 PAM project, cell-based, Fluo-8 calcium fluorescence, full deck, 1536-well. ATP EC20; 0% at ATP EC20, 100% at ATP max. activation, % at 3 µM. hit rate 0.02% among 360,000;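 active means activation above the run cutoff, the mean activation of all test compounds plus 3 SD, cut at about 40% in these data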;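 further: peak over basal fluorescence ratio in a 140 s read after ATP addition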
CHO-K1 Ca antag: counter-screen for M1 antagonists: effect in parental CHO-K1 cells. hit rate 0.6% among 360,000. ATP-induced calcium, Fluo-8 fluorescence. AID 602250. inhibition, % at 3 µM;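 active means inhibition above a per-plate cutoff, the plate's mean sample inhibition plus 3 SD, cut at about 24% in these data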;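 further: 0% = DMSO plus EC80 ATP and 100% = DMSO alone without ATP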
CHO-K1 Ca ag: counter-screen for M1 agonists: effect in parental CHO-K1 cells | Fluo-8 calcium fluorescence; scaled to maximal ATP response, vehicle zero | activation, % at 3 µM | hit rate 0.48% among 360,000 | AID 602248, 2012; in the data active means activation above about 15%;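 further: untransfected CHO-K1 host cells lacking M1 receptor as counterscreen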
OXTR potentiator: human OXTR potentiators, primary screen, fluorescence, CHO-OTR cells, Fluo-8 calcium; hit rate 0.061% among 320,000; activation, % at 3 µM; Fluo-8 calcium fluorescence, potentiator mode; 0% = oxytocin EC15, 100% = EC100;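 active means activation above that plate's cutoff, the mean activation of tested compounds plus 3 SD, cut at about 6.6% in these data, passing the limit was not always enough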;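 further: 100% uses oxytocin at 75 nM as the full agonist control; some results filed as inactive read as strong as hits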
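Assay system: CHO-OTR cells, human receptor / Also added: oxytocin at about EC15, sub-maximal agonist stimulus / Dosing: single dose, 3.0 µM nominal final compound concentration / Incubation: 6 min pre-incubation, 100 s read / Technique: Fluo-8 calcium dye fluorescence / Read-out: % activation vs EC15 and EC100 oxytocin / Benchmarks: EC15 oxytocin low, 75 nM oxytocin high / Replicates: singlicate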
TAAR1 antagonist: human TAAR1 antagonists, primary screen, Fluo-8 calcium fluorescence, CHO RD-HGA16 cells; Trace amine-associated receptor 1 (Homo sapiens), Q96RJ0; antagonist; inhibition, % at 3 µM; hit rate 1.5% among 360,000; AID 624466, 2012;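 active means inhibition above a per-plate cutoff, the mean inhibition of test compounds on that plate plus 3 SD, cut at about 49% in these data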;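 further: 0% = DMSO plus EC80 beta-PEA response and 100% = DMSO alone without agonist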
Target sequence (Q96RJ0 whole entry, looked up): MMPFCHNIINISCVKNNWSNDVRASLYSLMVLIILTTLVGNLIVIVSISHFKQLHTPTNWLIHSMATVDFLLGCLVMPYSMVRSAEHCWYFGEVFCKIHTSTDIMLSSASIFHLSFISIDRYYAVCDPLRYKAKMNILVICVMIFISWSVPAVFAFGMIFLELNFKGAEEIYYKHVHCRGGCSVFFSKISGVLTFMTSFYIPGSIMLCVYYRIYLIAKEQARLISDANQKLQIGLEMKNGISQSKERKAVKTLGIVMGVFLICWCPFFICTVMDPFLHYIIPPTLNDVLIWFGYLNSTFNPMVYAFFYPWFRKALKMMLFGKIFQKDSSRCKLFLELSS
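Material: CHO RD-HGA16 cells bearing hTAAR1; compound dosing: one-point dosing, 3 µM nominal final; schedule: dye loading 75 min at 37 °C, then 30 min room temperature; measured by: calcium fluorescence with Fluo-8; control set: vehicle and agonist controls; replication: n of 1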
TAAR1 agonist: human TAAR1 agonists, primary screen, Fluo-8 calcium fluorescence, CHO RD-HGA16 cells | Trace amine-associated receptor 1 (Homo sapiens), Q96RJ0 | vehicle wells 0%, saturating PEA agonist 100% | activation, % at 3 µM | hit rate 0.99% among 360,000 | AID 624467, 2012;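 active means activation above the mean activation of all test compounds in the run plus 3 SD, cut at about 38% in these data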
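Assay system – CHO-derived RD-HGA16 cells with stable Gα16 and human TAAR1 · Compound dosing – one-point dosing at 3 µM (nominal) · Incubation – 17-24 h seeding, 75 min 37 °C dye, 30 min RT · Measured by – kinetic Fluo-8 calcium fluorescence · Control set – DMSO vehicle as 0%, PEA at EC100 as 100% · Repeats – single well for each compound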
V1R ag counter: agonists of human V1a receptor, primary screen, counter-screen for OXTR agonist project, fluorescence, CHO-V1R cells; activation, % at 3 µM; Fluo-8 calcium fluorescence, agonist mode; 0% DMSO, 100% 3 nM vasopressin; hit rate 0.25% among 320,000;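 active means activation above the mean activation of all tested compounds plus 3 SD, per screening run, cut at about 20% in these data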;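 further: signal is peak over basal fluorescence ratio across a 100 second FLIPR read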
Target sequence (P37288 whole entry, looked up): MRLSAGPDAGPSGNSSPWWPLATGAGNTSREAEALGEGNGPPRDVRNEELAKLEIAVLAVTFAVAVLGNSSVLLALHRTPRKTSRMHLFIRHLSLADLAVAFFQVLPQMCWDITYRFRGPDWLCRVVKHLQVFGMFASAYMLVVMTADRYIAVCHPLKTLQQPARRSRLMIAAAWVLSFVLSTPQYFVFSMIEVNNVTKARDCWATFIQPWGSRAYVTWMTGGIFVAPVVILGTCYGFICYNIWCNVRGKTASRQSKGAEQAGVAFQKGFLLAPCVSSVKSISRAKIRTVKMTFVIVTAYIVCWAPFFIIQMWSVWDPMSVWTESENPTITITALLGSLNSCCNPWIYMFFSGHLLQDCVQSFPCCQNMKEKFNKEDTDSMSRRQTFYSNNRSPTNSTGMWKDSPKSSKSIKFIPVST
M1 ag: human M1 muscarinic receptor agonists, primary screen, Fluo-8 calcium fluorescence, CHO-K1 cells, HTS | Muscarinic acetylcholine receptor M1 (Homo sapiens), P11229 | CHO-K1 hM1, agonist mode; 0% DMSO, 100% acetylcholine EC100 | activation, % at 3 µM | hit rate 0.33% among 360,000;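 active means activation above the run's mean compound activation plus 3 SD, cut at about 16% in these data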;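 further: peak over basal fluorescence ratio within a 140 s kinetic read after compound addition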
CHO parental Ca: ATP-evoked calcium signal inhibitors, parental CHO, primary screen, counter-screen for OX1R antagonist project, cell-based, fluorescence, Fluo-8 calcium dye | parental CHO-K1, ATP-induced calcium, Fluo-8 fluorescence | inhibition, % at 5.6 µM | hit rate 0.63% among 330,000 | AID 463079, 2010;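 active means inhibition above that plate's mean sample inhibition plus 3 SD, cut at about 26% in these data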;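 further: 0% = ATP-challenged DMSO wells and 100% = DMSO wells without ATP; some compounds past the cut are filed as inactive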
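Assay system: parental CHO cells; Read-out basis: percent inhibition of ATP-evoked calcium rise, normalized to controls; Benchmarks: ATP and no-ATP DMSO wells; Compound dosing: single nominal dose of 5.6 µM per compound; Signal: Fluo-8 calcium dye fluorescence; Also added: ATP as calcium-mobilizing challenge; Repeats: singlicate.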
* = called active by the depositor; · = not tested or not shown.

SMILES	M1 PAM parental	CHO-K1 Ca antag	CHO-K1 Ca ag	OXTR potentiator	TAAR1 antagonist	TAAR1 agonist	V1R ag counter	M1 ag	CHO parental Ca
COc1ccc(C(=O)C2CCCN(C(=O)c3ccc(OC)o3)C2)c(C)c1 (configuration not stated)	8	-9	0.7	-3	10	1	1.3	0	0
CCOC(=O)N1CCC(NC(=O)C2=C(C)C(=O)OC23CCC(C)CC3)CC1 (configuration not stated)	15	1	3.8	-6	9	3	1.8	0	-9
OCCNCc1cc(Br)ccc1OCc1ccc(Cl)cc1	1	-29	7.2	-5	3	30	4.9	23*	6
CCn1c(C(C)NC(=O)c2ccc(C)cc2)n[nH]c1=S (configuration not stated)	-1	-4	0.1	-8	9	-1	1.4	-2	3
COc1cc(/C=C2\SC(=Nc3ccc(O)cc3)NC2=O)cc(OC)c1O	14	-3	3.7	0	9	13	7.9	-3	6
CO/N=C/C(c1ncc(C(F)(F)F)cc1Cl)S(=O)(=O)c1ccccc1 (configuration not stated)	27	-6	-0.6	1	-4	-1	-0.4	-3	-7
C=CCNC(=O)CN1CCC(c2nc3cc(C)c(C)cc3[nH]2)CC1	0	7	-0.5	-6	-15	15	-0.4	-4	-11
CNC(=O)C(C)Sc1ccc(S(=O)(=O)N2CCOCC2)cn1 (configuration not stated)	7	-10	0.3	1	1	13	0.3	0	1
CC1=NN(C(=O)c2ccc(Cn3nc(C)c(Br)c3C)cc2)C(O)(C(F)(F)F)C1 (configuration not stated)	-14	18	-0.2	-2	-7	10	2.9	-3	-23
Cc1ccc(NC(=O)C2CCN(S(=O)(=O)c3ccc4[nH]c(=O)ccc4c3)CC2)c(C)c1	-5	12	0.2	0	-22	2	-1.6	-5	-11
COc1ccc(-c2ccc(C(c3c(C)[nH][nH]c3=O)c3c(C)[nH][nH]c3=O)o2)c([N+](=O)[O-])c1	14	3	-0.3	·	2	2	·	-3	·
COc1cc(/C=N/NC(=S)NCCc2ccccc2)cc(OC)c1OC	6	-12	0.9	·	7	2	·	-7	·
O=C(O)[C@@H](O)c1ccccc1	2	0	0.3	-9	-4	1	0.6	-1	10
Cc1cc(O)cc(=O)n1Cc1ccccc1	-24	8	0.1	3	-9	9	0.9	-2	-4
O=C(CNC(=O)c1cccc([N+](=O)[O-])c1)OCCCC(=O)c1ccc(F)cc1	9	-11	9.6	-12	17	11	8.1	-3	-16
COCCNC(=O)/C=C/c1c(Cl)cccc1Cl	1	10	-0.3	-3	-1	6	-0.3	0	-15
COc1cccc(C(=O)NCCS(=O)(=O)N2CCCCC2)c1	-21	-1	0.3	-7	2	0	-0.3	1	-2
O=C(CCCn1cc([N+](=O)[O-])cn1)Nc1ccc2c(c1)OCO2	11	-17	1.1	-2	-5	5	1.0	-3	7
CC(C)(C)c1ccc(C(=O)NCCC(=O)NNC(=O)COc2ccccc2F)cc1	-1	-6	0.0	-2	-7	1	-0.1	0	-11
COc1ccc(CCCc2nnc(SCC(=O)Nc3ccc(OC)cc3)o2)cc1	20	-5	1.4	-16	-7	1	1.3	-6	-16
N#Cc1c(N)n(-c2ccc(N)cc2)c2nc3ccccc3nc12	16	-13	0.7	-1	7	1	-0.5	-2	-17
CSc1ccc(/C=C(/NC(=O)c2ccco2)C(=O)N2CCOCC2)cc1	0	-2	3.0	2	3	1	0.9	-2	-1
CCN(Cc1ccccc1)C(=O)COC(=O)c1cnc(C)cn1	13	-9	0.8	-20	1	5	0.1	-4	4
COc1ccccc1OCCCN1C(=O)C(=O)c2cccc(C)c21	14	-15	1.7	-3	-21	0	-1.5	15	-28
CCOc1ccc(C(=O)NCCc2ccc3c(c2)OCCO3)cc1	-10	6	7.3	-17	-3	7	4.5	-2	-10
CCOC(=O)N1CCC(NC(=O)Cn2cc3c(n2)CCCCC3)CC1	-8	3	0.2	-8	-3	0	0.3	6	-5
CC(=O)N/C(=C\c1ccccc1Cl)C(=O)O	25	-21	0.9	1	12	10	1.6	-3	-4
c1ccc(-c2nnc(N3CCOCC3)c3ccccc23)cc1	5	-7	0.0	-1	2	3	1.0	-10	-1
COc1cc(/C=N\Nc2ccc([N+](=O)[O-])cc2)ccc1OCC(=O)Nc1ccc(C)c(C)c1	1	14	-0.4	·	1	14	·	1	·
COc1ccc(C(=O)NC2(C(F)(F)F)NC(=O)N(CCCc3ccccc3)C2=O)cc1OC (configuration not stated)	7	-11	3.0	-14	15	5	4.0	-5	-16
CCOC(=O)c1c(NC(=O)CSc2nnc3c(n2)[nH]c2ccccc23)sc2c1CCN(C)C2	1	-5	-0.1	-7	2	2	1.0	-5	0
Cc1ccccc1C(=O)NC1CCN(CC(=O)Nc2ccccc2Cl)CC1	2	-4	1.2	0	-9	0	0.8	0	-19
C=CCCCCCCCCC(=O)Nc1c[nH]c(=O)[nH]c1=O	16	-7	0.7	-1	3	12	-0.8	-4	3
OCCNc1nc(-c2ccccc2)c2cc(Br)ccc2n1	3	5	-0.8	-13	-7	1	-1.3	-3	-19
CC(/C=C/c1ccco1)=N/NC(=O)c1ccccc1Cl	20	-13	0.9	-10	8	2	0.1	-4	-14
Cc1ccc(OS(=O)Nc2cccc3nccnc23)cc1 (configuration not stated)	7	-22	1.4	-3	-9	-2	-0.2	-3	-5
COc1cccc(C(=O)CC(C#N)c2ccc(F)cc2)c1 (configuration not stated)	-6	4	-0.1	-1	·	·	-0.3	4	-6
CC(C)n1c(C(F)(F)F)nc2cc(C(=O)N3CCOCC3)ccc21	3	2	3.6	-1	-9	0	-0.2	-4	-1
COC(CNC(=O)C1CCCN1C(=O)OCc1ccccc1)OC (configuration not stated)	12	1	-0.3	0	-13	2	0.8	-3	-1
O=C(CN1CCN(c2ccc(O)cc2)CC1)Nc1ccc(S(=O)(=O)N2CCCC2)cc1	-11	4	0.1	2	5	1	1.9	-8	-11
Cc1ccc(Cn2ccc(NC(=O)c3cc(C(C)C)on3)n2)cc1	4	9	0.4	-2	-32	5	-1.5	-4	-17
O=C(CN1C(=O)c2ccccc2C1=O)Nc1ccccc1N1CCOCC1	8	-7	1.2	-7	-24	2	-0.6	-3	-14
O=C(COc1ccccc1F)Nc1ccc(N2CCOCC2)cc1N1CCOCC1	9	-12	0.5	·	-20	0	·	-4	·
COC(=O)c1cc(C(=O)c2cc(Cl)ccc2O)coc1=N	-7	-1	-0.5	-7	-11	3	0.2	-3	-14
O=C(NCc1ccco1)c1ccc(COc2cccc3ccccc23)cc1	20	-19	0.4	-3	24	0	2.6	-6	-19
NC(=S)N/N=C/c1ccc(Br)o1	8	-8	0.7	-4	16	1	-0.2	-8	-3
COc1ccccc1NC(=O)N1CCN(C(=O)Nc2ccccc2OC)CC1	18	-12	1.5	-2	5	0	-0.4	-2	-12
CCOC(=O)c1ccccc1NC(=O)/C=C/C(=O)O	14	-2	0.7	-2	-1	1	0.1	-6	-4

Single records, from the list above. Values in the order: M1 PAM parental | CHO-K1 Ca antag | CHO-K1 Ca ag | OXTR potentiator | TAAR1 antagonist | TAAR1 agonist | V1R ag counter | M1 ag | CHO parental Ca
NC(=S)N/N=C/c1ccc(Br)o1 in the list: 8 | -8 | 0.7 | -4 | 16 | 1 | -0.2 | -8 | -3
COC(CNC(=O)C1CCCN1C(=O)OCc1ccccc1)OC (configuration not stated) in the list: 12 | 1 | -0.3 | 0 | -13 | 2 | 0.8 | -3 | -1
COc1ccccc1NC(=O)N1CCN(C(=O)Nc2ccccc2OC)CC1 in the list: 18 | -12 | 1.5 | -2 | 5 | 0 | -0.4 | -2 | -12

Additional results follow:
SMILES	M1 PAM parental	CHO-K1 Ca antag	CHO-K1 Ca ag	OXTR potentiator	TAAR1 antagonist	TAAR1 agonist	V1R ag counter	M1 ag	CHO parental Ca
COCCN1CC(=O)N(c2cccc(C)c2C)C(c2ccc(Cl)cc2)C1=O (configuration not stated)	20	-8	0.3	-8	6	6	0.7	-2	-12
O=C1N[C@@H](Cc2ccccc2)[C@@H](c2ccco2)O1	-4	-4	0.3	-2	-4	4	1.1	-4	10
c1ccc2c(SCc3cn4ccccc4n3)nncc2c1	11	-9	-0.1	3	17	2	1.0	-5	-25
CC1(c2nnc(Cc3ccccc3)o2)CC(c2ccc(F)cc2)=NO1 (configuration not stated)	11	-6	-0.3	-4	0	1	0.8	-3	-20
O=C(N1CCOCC1)N(Cc1cccs1)C1CCCC1	13	-9	-0.1	-6	-4	6	-0.4	0	-11
O=C(CN1C(=O)c2cccc([N+](=O)[O-])c2C1=O)OCC(=O)N1CCCCC1	-16	0	0.2	-6	-16	1	0.1	1	0
COc1ccccc1C1CC(=O)NC(SCC(=O)Nc2ccccc2)=C1C#N (configuration not stated)	16	-13	5.7	-8	11	9	5.7	11	4
COc1ccc(C(C)(C)C)cc1NC(=O)CNc1cccc2ccccc12	10	1	0.2	-5	-15	2	-0.2	-3	-13
Cc1c(C(=O)N(C)Cc2ccccc2)oc2c(Cl)cccc12	-13	-5	-1.0	-5	5	0	-1.1	-5	-22
Cc1cccc(NS(=O)(=O)c2ccc(C(=O)NCC(C)(C)N3CCOCC3)cc2)c1C	13	-12	2.8	-3	-17	5	3.6	-3	-6
Cc1cc(C(=O)OCC(=O)Nc2sc3c(c2C#N)CCC(C)C3)c2ccccc2n1 (configuration not stated)	-6	8	-0.4	-5	-26	2	-0.8	-2	-16
Cc1ccccc1Cn1c(C)c(C(=O)NCc2cccc(C(F)(F)F)c2)sc1=O	11	-5	-0.4	·	-8	4	·	-7	·
Cc1cc(NC(=O)CCC(=O)N(CC(=O)NC2CCCC2)c2ccccc2)no1	18	-6	0.0	-14	-12	19	1.1	0	-25
Cc1ccc(C(=O)c2c3ccccc3[n+]([O-])n2CCC(N)=O)cc1	17	-10	0.2	-1	0	5	-0.3	-1	-5
O=C(N/N=C/c1ccncc1)c1cc2c(ccc3ccccc32)o1	19	-5	3.9	-20	21	6	1.4	-3	0
CC(C=NNc1ccc([N+](=O)[O-])cn1)=Cc1ccccc1	16	-12	1.4	·	0	0	·	-1	·
